# STK33 kinase inh: inhibitors of purified STK33 kinase, primary screen, biochemical, ADP-Glo luminescence, homogeneous, cell-free; MBP phosphorylation; inhibition, % at 10 µM; 320,000 tested, 0.073% active; AID 2661, 2010;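 active = inhibition at or above 25%, using the most active replicate where run in duplicate; inactive = inhibition below 25%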
# KCNQ2 block: KCNQ2 potassium channel inhibitors, primary screen, cell-based, CHO-K1, FluxOR thallium flux, B-score (AID 2156) | B-score at 10 µM | Potassium voltage-gated channel subfamily KQT member 2 (Rattus norvegicus), O88943 | 20 min; stronger effect = lower value | 310,000 tested, 1.1% active;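 active = fluorescence ratio B-score at most minus 3 library SDs, with starting brightness B-score within 2 library SDs, cut at about -5.5 in these data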
# Target sequence (O88943 whole entry, looked up): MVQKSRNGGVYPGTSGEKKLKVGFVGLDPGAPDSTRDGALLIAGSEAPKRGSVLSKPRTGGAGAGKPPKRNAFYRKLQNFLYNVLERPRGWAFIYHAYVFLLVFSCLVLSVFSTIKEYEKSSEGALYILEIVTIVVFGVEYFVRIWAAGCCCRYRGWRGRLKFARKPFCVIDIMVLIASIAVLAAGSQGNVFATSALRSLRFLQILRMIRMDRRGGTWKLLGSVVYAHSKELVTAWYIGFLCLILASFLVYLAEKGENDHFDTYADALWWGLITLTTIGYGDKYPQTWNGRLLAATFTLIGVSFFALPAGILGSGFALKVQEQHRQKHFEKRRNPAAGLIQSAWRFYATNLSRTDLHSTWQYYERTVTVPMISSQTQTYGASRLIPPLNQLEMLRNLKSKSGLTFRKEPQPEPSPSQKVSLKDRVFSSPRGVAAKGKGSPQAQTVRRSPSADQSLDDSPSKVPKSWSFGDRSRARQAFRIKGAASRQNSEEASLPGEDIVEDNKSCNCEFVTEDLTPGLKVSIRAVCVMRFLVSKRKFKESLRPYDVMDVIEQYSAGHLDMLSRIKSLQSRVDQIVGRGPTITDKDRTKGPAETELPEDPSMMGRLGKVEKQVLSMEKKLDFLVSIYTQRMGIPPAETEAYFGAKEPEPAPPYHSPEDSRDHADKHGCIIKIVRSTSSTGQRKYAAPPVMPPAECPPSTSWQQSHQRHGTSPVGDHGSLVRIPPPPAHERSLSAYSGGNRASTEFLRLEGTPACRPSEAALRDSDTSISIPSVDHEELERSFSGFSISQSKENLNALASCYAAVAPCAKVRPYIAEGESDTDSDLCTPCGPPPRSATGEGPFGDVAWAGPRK
# OX1R antag: antagonists of human orexin 1 receptor (OX1R); 330,000 tested, 1.8% active; Orexin/Hypocretin receptor type 1 (Homo sapiens), O43613; inhibition, % at 6.6 µM; OX1R-expressing cells, FRET antagonist read-out; in the data active = inhibition mostly above about 38%, no sharp cut-off; inactive = mostly below about 40%;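 note: 0% = agonist challenge alone and 100% = reference antagonist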
# Numbers without * were called inactive; i = inactive; / = not tested or not shown.
SMILES,STK33 kinase inh,KCNQ2 block,OX1R antag
N#Cc1c(NC(=O)c2ccccc2)sc2c1CCC2,-1.2,i,7
CCC(C)[C@H](N)c1nnc(SCc2cccc(F)c2)o1 (stereo not given in full),-0.2,i,5
COc1cc(NC(=O)c2cc3sccc3n2C)cc(OC)c1,1.0,i,8
O=C(Nc1ccccc1OC(F)F)c1ccc(-n2cncn2)c([N+](=O)[O-])c1,0.6,i,9
COc1cc(C(=O)COC(=O)C2CC2(Cl)Cl)cc(OC)c1OC (stereo not given),1.6,/,14
O=C(NCC(c1ccco1)N1CCc2ccccc21)C(=O)Nc1ccccc1F (stereo not given),-0.6,i,8
O=C(CN1CCN(S(=O)(=O)c2ccc(Br)cc2)CC1)Nc1ccc(F)cc1,0.4,i,28
C[C@H](NC(=O)c1[nH]cnc1C(=O)N[C@H](C)c1ccccc1)c1ccccc1,-0.4,/,1
Cc1cc(C)c2nc(-c3ccccn3)cc(C(=O)Nn3cnnc3)c2c1,-0.2,i,28
COc1ccc(-c2cc(C#N)nc(NN)n2)cc1,-0.6,i,20
CC(C)Oc1ccc(C(=O)OC(C)C(=O)Nc2nc(-c3cccc([N+](=O)[O-])c3)cs2)cc1 (stereo not given),0.3,i,14
COc1cc(C(=O)ONC(=O)c2ccc(OC(F)F)cc2)cc(OC)c1OC,-1.0,i,14
COc1ccc(C2c3[nH]c4ccccc4c3CCN2C(=O)c2ccc(=O)n(C)n2)c(F)c1 (stereo not given),3.1,i,14
O=C(CCCSc1nc2ccccc2[nH]1)Nc1nnc(C2CC2)s1,0.2,i,18
Cc1cc(Nc2ccccc2N2CCOCC2)n2ncnc2n1,-0.1,i,5
O=C(Nc1nnc(S(=O)(=O)N2CCCCCC2)s1)c1ccc(Cl)cc1,-0.7,i,10
N=c1n(CCCOc2ccccc2Cl)c2ccccc2n1CC(N)=O,1.1,i,8
CCOC(=O)C(=O)NC(C)c1ccccc1 (stereo not given),-0.5,i,21
CN1CCN(c2nc3c(c(=O)[nH]c(=O)n3C)n2CCCSc2ncccn2)CC1,-1.5,i,6
O=[N+]([O-])c1ccc(CN2CCN(Cc3c[nH]c4ccccc34)CC2)cc1,-1.4,i,12
CCOC(=O)N1CCC(NC(=O)c2oc3c(C)c(C)ccc3c2C)CC1,-1.1,-5.7*,0
O=C(NCCN1CCCC1)c1ccc2c(c1)N(Cc1ccccc1)C(=O)c1ccccc1S2(=O)=O,/,i,9
COc1ccc(N2CCN(C(=O)COC(=O)Cc3ccc(F)cc3)CC2)cc1,/,i,4
COc1ccc(S(=O)(=O)n2ccnc2C)c(C)c1C,0.1,i,-4
CCCCCN(C(=O)CCC(=O)OCC(=O)N(C)Cc1ccccc1C)c1c(N)n(CCCC)c(=O)[nH]c1=O,-0.6,i,8
COC(=O)/C=C1\NCCNC1=O,-0.6,i,-2
CN(C)CCSc1nc(N)c2c3c(sc2n1)COC(C)(C)C3,-1.2,i,5
Cc1ccc(S(=O)(=O)N2CCC(C(=O)Nc3ccccc3N3CCCC3)CC2)c(C)c1,/,i,13
CC(C)C(c1nnnn1Cc1ccccc1)N1CCC(C(N)=O)CC1 (stereo not given),-0.9,i,2
CCOC(=O)N1CCN(C(=O)COc2cc(=O)n(CC)c3ccccc23)CC1,-0.5,i,10
CC1=NN(c2ccccc2)C(=O)/C1=C/c1c(C)[nH]n(-c2ccc(C)cc2)c1=O,-0.8,i,14
CC(C)(C)OC(=O)NCc1ccc(NC(=O)c2nc[nH]c2C(=O)N[C@@H](Cc2ccccc2)C(=O)OC(C)(C)C)cc1,-0.1,i,13
O=S(=O)(c1ccccc1)N1CCN(C2CCCCCCC2)CC1,-1.3,i,30
Cc1ccc(S(=O)(=O)N[C@H](C(=O)N2CCC(C(=O)NCC(=O)O)CC2)C(C)C)cc1,0.7,i,17
COc1ccc(NC(=O)C2CC(=O)OC23CCOC(C)(C)C3)cc1 (stereo not given),-0.4,i,21
COCCN(CC(=O)Nc1cccc(C)c1C)C(=O)CN1C(=O)NC2(CCCCC2)C1=O,-1.0,/,4
O=C(c1ccco1)N1CCN(Cc2cccnc2)CC1,-1.4,i,9
COC(=O)CSc1nc(NC(C)C)nc(N(C)C)n1,-0.9,i,9
COc1ccccc1C1NC(=O)NC(C)=C1C(C)=O (stereo not given),-0.5,i,8
Cc1ccnc(N2C(=O)c3cccc4c([N+](=O)[O-])ccc(c34)C2=O)c1,-0.8,i,107*

# Compound profiles (already shown). Values in the order: STK33 kinase inh | KCNQ2 block | OX1R antag
# `Cc1cc(C)c2nc(-c3ccccn3)cc(C(=O)Nn3cnnc3)c2c1` in the list: -0.2 | i | 28
# `CC1=NN(c2ccccc2)C(=O)/C1=C/c1c(C)[nH]n(-c2ccc(C)cc2)c1=O` in the list: -0.8 | i | 14
# `CCCCCN(C(=O)CCC(=O)OCC(=O)N(C)Cc1ccccc1C)c1c(N)n(CCCC)c(=O)[nH]c1=O` in the list: -0.6 | i | 8

# (cont.)
SMILES,STK33 kinase inh,KCNQ2 block,OX1R antag
O=C(Nc1ccccc1NC(=O)c1ccccc1Cl)c1ccccc1Cl,-0.1,i,17
O=C1c2ccccc2C(=O)N1CCN1CCOCC1,2.0,i,10
Cc1ccc(NC(=O)COc2cccc(C)c2C)cc1S(=O)(=O)N1CCCCCC1,-1.6,-8.8*,19
CCCCNC(=O)N1CCN(C/C=C/c2ccccc2)CC1,0.7,i,1
CC(=O)NC1=NN(C(C)=O)C(C)(CCS(=O)(=O)c2ccc(Cl)c(Cl)c2)S1 (stereo not given),6.6,i,8
O=C(NCc1ccc(Cl)s1)C1CCC(=O)N(CCc2ccccn2)C1 (stereo not given),0.3,i,14
N#Cc1c(SCC(=O)Nc2cccc(C(F)(F)F)c2)sc2c(O)cc(=O)[nH]c12,0.8,i,18
Cc1ccc(NC(=O)C2CCN(S(=O)(=O)c3ccc(F)cc3)CC2)cc1,-0.1,i,6
O=C(COC(=O)c1cc(Cl)ccc1Cl)NC1CCCC1,-4.3,i,18
O=C(NCC(c1cccs1)N1CCOCC1)c1ccccc1NS(=O)(=O)c1ccc(Br)cc1 (stereo not given),/,i,21
CCc1cc(=O)oc2cc(C)cc(OCC(=O)N3CCC[C@@H]3C(=O)O)c12,0.0,i,2
S=c1[nH]nc(-c2ccccc2)n1/N=C/c1ccc(Cl)cc1,0.0,i,/
O=C(c1ccc(Br)cc1)C1CCc2occc2C1=O (stereo not given),0.9,i,1
Cn1nc(-c2ccccc2)c(/C=N/O)c1Cl,0.5,i,26
O=C(Nc1ccccc1C(=O)N1CCCCC1)C1CCCCC1,0.1,i,12
O=C(NC1=NCCS1)c1ccc(Cl)c(S(=O)(=O)N2CCCCC2)c1,-5.9,i,18
COc1ccccc1CNC(=O)c1cc(C2CC2)nc2c1cnn2C(C)C,-0.5,/,9
O=S(=O)(Nc1ncn[nH]1)c1ccc(Cl)cc1,-0.9,i,15
COc1ccc2c(c1)C(c1cccs1)=NNC(c1cccnc1)=N2,-0.9,i,17
O=C(Cc1ccc(NS(=O)(=O)c2ccc(F)cc2)cc1)NCc1ccccc1,/,i,39
COc1cc2c(cc1[N+](=O)[O-])n(C(C)C)c(=O)n2C(C)C,-1.8,i,17
Cc1cc(Cl)nc(-c2ccccc2)n1,0.2,i,14
CCOP(=O)(OCC)C(Nc1ccc(OC)cc1)c1ccco1 (stereo not given),-1.3,i,3
CC(C)C(C)N(Cc1ccc(C(=O)O)cc1)C(=O)c1ccc2ccccc2n1 (stereo not given),-1.7,i,2
CC1=C(C(=O)Nc2ccc(C)cn2)C(c2cnn(C)c2)C2=C(CCCC2=O)N1 (stereo not given),-0.1,i,21
COc1ccc(Cl)cc1NC(=O)CN(C)C(=O)CN1C(=O)NC2(CCCC2)C1=O,3.0,i,14
CCCC(=O)Nc1sc(Cc2ccccc2)c(C)c1C(N)=O,0.7,i,24
O=C(NC(=S)Nc1nc2c(s1)CCCC2)c1ccccc1,-0.6,i,22
COc1ccc(NC(=O)Nc2cccc3ccccc23)cc1OC,-1.3,i,30
CC(=O)Nc1ccc(S(=O)(=O)NCCCCNS(=O)(=O)c2ccc(NC(C)=O)cc2)cc1,-0.4,i,6
O=c1[nH]c2ccc(S(=O)(=O)N3CCCCC3)cc2o1,-0.1,i,-1
Cc1ccc(S(=O)(=O)/C=C/c2ccccc2)cc1,-1.6,i,43
CCn1c(SCC(=O)Nc2cc(C)on2)nnc1-c1ccc(S(=O)(=O)N2CCCC2)cc1,-0.6,i,1
COc1ccc(N(CC(=O)NCc2ccc(F)cc2)C(=O)CCC(=O)Nc2nccs2)cc1,-1.2,i,6
CCOC(=O)N/N=C/c1ccccc1OCc1ccc(Cl)cc1,-0.5,i,16
COCCOC(=O)C1=C(C)NC(=O)NC1c1c(OC)ncnc1OC (stereo not given),-0.4,i,11
CCc1ccc(NC(=O)CSc2nc3cc(C(=O)OC)ccc3c(=O)n2CC2CCCO2)cc1 (stereo not given),-0.4,i,4
Cc1nc(SC(C)C(=O)Nc2cccc(C(F)(F)F)c2)c2c(C)c(C(=O)O)sc2n1 (stereo not given),-0.4,i,24
COc1cccc(-c2csc(N3CCN(C(=S)Nc4cccc(Cl)c4)CC3)n2)c1,0.0,i,25
CC(=O)Nc1ccc(OCC(O)Cn2ccnc2C)cc1 (stereo not given),-1.2,i,-3

# Looked up one by one from above (seven):
SMILES,STK33 kinase inh,KCNQ2 block,OX1R antag
Cc1ccc(S(=O)(=O)N[C@H](C(=O)N2CCC(C(=O)NCC(=O)O)CC2)C(C)C)cc1,0.7,i,17
COc1ccc(C2c3[nH]c4ccccc4c3CCN2C(=O)c2ccc(=O)n(C)n2)c(F)c1 (stereo not given),3.1,i,14
CC(C)C(c1nnnn1Cc1ccccc1)N1CCC(C(N)=O)CC1 (stereo not given),-0.9,i,2
CC(=O)Nc1ccc(S(=O)(=O)NCCCCNS(=O)(=O)c2ccc(NC(C)=O)cc2)cc1,-0.4,i,6
O=C(c1ccco1)N1CCN(Cc2cccnc2)CC1,-1.4,i,9
CCC(C)[C@H](N)c1nnc(SCc2cccc(F)c2)o1 (stereo not given in full),-0.2,i,5
Cc1cc(Cl)nc(-c2ccccc2)n1,0.2,i,14

# The list continues.
SMILES,STK33 kinase inh,KCNQ2 block,OX1R antag
Cc1c(C(=O)N2CCOCC2)sc(NC(=O)c2ccc3c(c2)OCO3)c1C#N,-2.4,i,12
CCOc1ccc(NC(=O)CSc2nnc(-c3ccccn3)n2N)cc1,1.6,i,9
COc1ccc(CC(=O)NCc2nnc(SCC(=O)c3ccc(OC)cc3)n2C)cc1,1.0,i,24
O=C(O)c1ccccc1Oc1ccc(Oc2ccccc2)cc1,-1.4,i,8
CN(C(=O)CN1CCC(NC(=O)c2ccccc2Br)CC1)C1CCCCC1,-0.6,i,19
COc1ccc(N2C(=O)NC(NS(=O)(=O)c3ccccc3)(C(F)(F)F)C2=O)cc1 (stereo not given),-0.5,i,30
O=C(CN1C(=O)c2ccc([N+](=O)[O-])cc2C1=O)NCc1ccc(C(=O)O)cc1,-2.1,i,62*
CCn1c(SCc2cccnc2)nnc1-c1c[nH]c2ccccc12,-0.8,i,10
CC1(C)Cc2c(sc(NC(=O)C(=O)N3CCCC3)c2C#N)CO1,-0.1,i,0
COc1ccc2[nH]c(C(=O)N/N=C/c3cc(OC)c(OC)c(OC)c3)cc2c1,2.7,i,17
COC(=O)c1ccccc1NC(=O)NCc1ccco1,4.2,i,9
Cc1[nH]c2ccc(-c3n[nH]c(=S)n3Cc3ccccc3)cc2c1C,0.8,i,25
CC1(C)NC(=O)N(CCCCOc2ccc(Br)cc2Cl)C1=O,-0.7,i,15
Oc1ccc(Br)cc1/C=N/N1CCN(Cc2cccc3ccccc23)CC1,1.5,i,0
O=C(CSc1nnc(SCc2ccccc2)s1)N/N=C/C=C/c1ccccc1[N+](=O)[O-],-2.5,i,46
Cc1sc2ncn(CC(=O)NCCCC(=O)Nc3ccc(C(C)C)cc3)c(=O)c2c1C,0.4,i,15
COc1ccc(NC(=O)c2sc3ncn(CC(=O)N4CCN(c5ccccn5)CC4)c(=O)c3c2C)cc1OC,0.7,i,9
CC(=O)N1CCN(C(=O)C(Cc2c[nH]c3ccccc23)NC(=O)c2ccccc2Cl)CC1 (stereo not given),-1.4,i,15
O=C(NCCN1CCOCC1)c1cccc(S(=O)(=O)Nc2ccc(Br)cc2)c1,-1.7,/,4
CC1C(=O)N(Cc2ccc([N+](=O)[O-])cc2)c2ccccc2N1C(=O)C1CC1 (stereo not given),-0.4,i,7
O=C(Cc1ccccc1)Nc1ccc(NC(=O)c2ccco2)cc1,-1.2,i,5
COc1ccc2cc(C#N)c(SCC(=O)N3CC(=O)Nc4ccccc43)nc2c1,-0.3,i,16
Cc1ccc(NC(=O)CCC(=O)NNC(=O)c2ccco2)c(C)c1,0.9,i,0
N#Cc1c(N)n(CCNC(=O)c2ccc(Cl)cc2)c2nc3ccccc3nc12,0.0,i,40
O=C(NNC1CC(=O)N(c2ccc(F)cc2)C1=O)c1cccnc1 (stereo not given),-0.5,i,0
CCOC(=O)COc1ccc2c(=O)c(-c3ccccc3OC)coc2c1,-1.5,i,11
O=C(CCc1nnc2ccc(NCc3ccco3)nn12)Nc1cc(F)ccc1F,1.8,i,11
c1ccc(OCCCn2ccnc2)cc1,-2.8,i,6
O=C(CN1CCN(c2ccccn2)CC1)Nc1cc(C(F)(F)F)ccc1Cl,-1.7,i,26

# Screening results: PubChem BioAssay, several laboratories

# Compounds were not picked by outcome, and some 2.7% of all compounds hit somewhere here.
